P. falciparum M17LAP: P. falciparum M17LAP inhibitors, primary screen, biochemical, fluorogenic H-Leu-NHMec substrate, 1536-well (AID 1619) | inhibition, % at 30 µM; hits with a dose series show IC50 in µM | recombinant M17LAP, H-Leu-NHMec fluorogenic kinetic assay; higher % means a stronger effect | 220,000 compounds, 0.38% hits;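 active = compound inhibiting the enzyme by more than half at any dose during confirmatory dose-response retesting; inconclusive = strong single-dose inhibitors picked by rank but not retested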;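 note: plate controls were full reaction with DMSO carrier for no effect and no enzyme background for full effect; strong numbers were not always called active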
Lipid droplet: modulators of hepatic lipid droplet formation; AML12 mouse hepatocytes, oleate lipid droplets, BODIPY imaging; inhibition, % at 6.5 µM; 240,000 compounds, 0.4% hits; AID 1656;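 active = lipid droplet intensity inhibited by at least 50%, with more than 500 cells counted; inconclusive = wells with under 300 cells, treated as cytotoxic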
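Material – mouse AML12 hepatocyte cell line, fixed after treatment · Compound dosing – one dose, 6.5 µM compound · Times – compound with oleate, overnight · Measured by – Image-based BODIPY and DAPI two-channel analysis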
Yfh1-depleted yeast: mitochondrial function rescue without frataxin homolog – Friedreich's ataxia, plus single-dose screen, dose response (AID 1465). 220,000 compounds, 0.074% hits. S. cerevisiae Yfh1-off respiration, WST-1 reduction, 72 h; higher fold induction means a stronger effect. fold induction at 50 µM; hits with a dose series show EC50 in µM;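 active = fold induction of absorbance versus untreated yeast above a set limit, then at least 30% activation at any dose in follow-up; inconclusive = repeats straddling the limit, or above it without dose testing; inactive = fold induction below the set limit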;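 note: activators that raise dye reduction in frataxin-depleted yeast; strong numbers were not always called active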
ER stress rescue: protection against thapsigargin-triggered cell killing – 384-well, CSM14.1, ATP luminescence, primary screen (AID 1222) | CSM14.1 thapsigargin-induced death rescue, ATP luminescence; higher % means a stronger effect | cellular ATP content (survival), % at 20 µM, or EC50 in µM where a hit was titrated | 190,000 tested, under 10 active;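 active = EC50 below 50 µM in the dose-response confirmation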;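 note: death triggered by thapsigargin at about 15 µM added after 2 h compound pretreatment; cell ATP read after overnight thapsigargin exposure of roughly 18 to 22 hours; normalized against plate controls of thapsigargin alone and 5% DMSO vehicle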
MT stabilizer: microtubule stabilization, imaging screen | HeLa tubulin immunostaining HCS, 24 h; share of cells brighter than vehicle mean+2SD | % tubulin-high responders, % at 10 µM | 200,000 compounds, 0.83% hits | AID 2205;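 active = plate Z-score above 3 for both tubulin-high and condensed-nucleus cell shares, with cell loss under 80%, at 10 µM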;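 note: anti alpha tubulin signal scored within the nucleus-defined area of each cell; some results filed as inactive read as strong as hits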
M1AAP inhibition: malaria alanyl aminopeptidase activity blockers – biochemical, fluorogenic H-Leu-NHMec substrate, 1536-well (AID 1445); recombinant M1AAP, H-Leu-NHMec fluorogenic kinetic assay; higher % means a stronger effect; inhibition, % at 30 µM, or IC50 in µM where a hit was titrated; 220,000 compounds, 0.42% hits;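 active = primary inhibition above the hit cutoff, then over 50% inhibition at one or more dose response concentrations, cut at about 23% in these data, passing the limit was not always enough; inconclusive = conflicting primary data, or primary hits not chosen for dose response; inactive = low primary inhibition, or under 50% at every dose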;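 note: plate controls were DMSO full reaction for no effect and no enzyme background for full effect; strong numbers were not always called active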
Ins promoter up: MIN6 insulin promoter up-regulation | AID 1625 | MIN6 insulin promoter-GFP reporter, high-content imaging; active compounds read high | z-score at 5 µM | 190,000 compounds, 0.3% hits;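 active = z-score above 3 at 5 µM with at least 500 cells counted in the well; inconclusive = wells under 500 cells, flagged as cytotoxic or low count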
Autophagy mod: modulators of autophagy; MEF GFP-LC3 puncta imaging; test concentration mostly 10 µM; calls only at 10 µM (by protocol); 190,000 compounds, 0.98% hits; AID 463193;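 active = percentage of spot-positive cells more than 3 SD above its plate mean, without a fluorescence outlier flag or 80% toxicity; inconclusive = no clear call, values can overlap the other calls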;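 note: spot-positive cell cutoff set from DMSO-treated cells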
Dynein transport: blocks dynein driven cargo transport along microtubules. 3617.4 mouse cells, GR-EGFP nuclear translocation imaging; test concentration mostly 20 µM; stimulated with dexamethasone, 1 µM; active compounds read low. z-score, hits read low. 220,000 compounds, 0.47% hits;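 active = plate z-score of nuclear minus cytoplasmic receptor signal below a set negative limit, without overly bright fluorescence or cell loss, cut at about -3.5 in these data, passing the limit was not always enough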;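 note: z-score of nuclear minus cytoplasmic ring GR-EGFP intensity difference per well; some compounds called inactive have numbers as strong as hits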
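Buffer or medium: tetracycline-free induction medium containing charcoal-stripped FBS / Reagent: dexamethasone agonist, 1.0 µM final, for 30 min / Technique: automated 10x imaging of fixed Hoechst-stained cells / Times: induction 48 h, compound 1 h, agonist 30 min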
Dynein transport cytoplasmic EGFP: second read-out of Dynein transport, no call of its own (marks repeat the call); z-score; measured here: cytoplasmic GR-EGFP intensity; active compounds read high
Dynein transport nuclear GR-EGFP: further read-out of Dynein transport, marked with its call; z-score; measured here: nuclear GR-EGFP intensity;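 lower value marks the stronger effect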
Dynein transport cell count: recorded beside Dynein transport, whose call it bears; z-score; measured here: cell count per field
Ins promoter up cell count: recorded beside Ins promoter up, whose call it bears; cell count; measured here: cytotoxicity, nuclei count;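 total cells summed across four imaged fields per well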
Lipid droplet cells 6.5 µM: further read-out of Lipid droplet, marked with its call; cell count; measured here: cell count, cytotoxicity flag;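 cells counted across two imaged fields per well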
MT stabilizer Hoechst-high %: also measured in MT stabilizer; calls as there; % Hoechst-high responders; measured here: nuclear condensation Hoechst responders;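 share of cells brighter than vehicle mean plus two SD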
MT stabilizer cytotoxicity %: further read-out of MT stabilizer, marked with its call; toxicity, %; measured here: cytotoxicity by cell density;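 0% = mean cell density of plate MIN control wells and 100% = no cells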
Autophagy mod cell loss 18 h: also measured in Autophagy mod; calls as there; toxicity, %; measured here: cell loss, nuclei count;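 cell loss after 18 h compound exposure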
The depositor's hits bear a star; i = inactive; ? = inconclusive; . = no result given.

Molecule	P. falciparum M17LAP	Lipid droplet	Lipid droplet cells 6.5 µM	Yfh1-depleted yeast	ER stress rescue	MT stabilizer	MT stabilizer Hoechst-high %	MT stabilizer cytotoxicity %	M1AAP inhibition	Ins promoter up	Ins promoter up cell count	Autophagy mod	Autophagy mod cell loss 18 h	Dynein transport	Dynein transport cytoplasmic EGFP	Dynein transport nuclear GR-EGFP	Dynein transport cell count
Cc1ccc(N2CCN(CC(=O)Nc3c(C(=O)C4CC4)oc4ccccc34)CC2)cc1	-8%	.	.	i	-1.3%	1.7	3.6	5.2	5%	?	.	i	-11	0.94	-0.03	0.93	-0.95
O=C(N/N=C/c1ccc(OC2CSC2)cc1)c1ccccc1	-9%	.	.	i	1.9%	3.0	1.7	6.0	1%	1.1	1456	i	-20	0.03	-0.22	0.64	0.089
C/C(=C\c1ccccc1)CN1CCC(C(=O)N2CCC(C)CC2)CC1	1%	-2	688	i	-2.3%	2.6	1.9	6.9	0%	-0.62	1180	i	3	0.83	-0.2	0.42	-1
COc1ccc(/C(C)=N/Nc2nc3ccccc3n3cnnc23)cc1OC	3%	2	737	i	.	.	.	.	-2%	0.13	1328	.	.	-1.3	-0.11	-0.61	-4.9
CCOC(=O)COn1c(=O)c(-c2ccco2)[n+]([O-])c2ccccc21	17%	.	.	i	-0.5%	2.5	1.5	6.0	11%	1.1	1478	i	2	0.29	-0.22	0.59	-0.47
C=CCNC(=S)N/N=C/c1ccc(C(C)(C)C)cc1	2%	11	685	i	5.9%	1.4	2.0	1.8	4%	0	1195	i	-1	-0.77	-0.31	-0.045	0.68
CN(C)c1ccc(NC(=O)CN2CCC(C(=O)c3ccc(F)cc3)CC2)cc1	-2%	.	.	i	-0.6%	6.2	2.3	2.1	10%	-0.7	1207	i	29	1.9	-0.21	1.6	-1.8
Cc1nn(CCO)c2c1C(=O)CCC2	10%	-4	696	i	-2.0%	2.4	2.0	7.3	-1%	.	.	i	-5	-0.67	-0.27	-0.4	0.42
O=C(CCSc1ccccc1)Nc1nccs1	-4%	11	800	i	-0.3%	2.5	1.6	6.3	-1%	0.14	919	i	-3	-1.1	-0.2	-0.41	1.1
Cc1ccc(-n2c3c(cc(C(=O)NC4CCSC4=O)c2=O)C(=O)CC(C)(C)C3)cc1 (centres undefined)	12%	-7	753	i	1.1%	1.3	1.2	12	?	-0.13	924	i	-3	-1.3	0.23	-0.42	0.96
O=C(COC(=O)c1cc(S(=O)(=O)NCc2ccccc2)ccc1O)NCc1ccccc1	15%	8	764	.	10%	3.2	1.9	8.2	-1%	0.92	825	i	-4	-0.27	-0.28	-0.16	0.32
Cc1c(C(=O)N2CCCc3ccccc32)oc2ccc(S(=O)(=O)N3CCOCC3)cc12	-3%	.	.	i	0.3%	11	1.8	0.6	0%	-0.96	873	i	-10	0.068	-0.19	0.22	-0.065
CC(=O)OC1OCCOC1NC(=S)NCc1ccco1 (centres undefined)	0%	-8	649	i	-0.5%	1.8	1.2	1.2	6%	1.1	1236	i	0	-0.75	-0.36	-0.25	0.56
CC1Oc2ccccc2C=C1/C=N/NC(=O)c1ccccc1O (centres undefined)	13%	-3	685	i	-1.0%	3.3	1.6	9.4	16%	0.7	1467	i	9	-0.95	-0.21	-0.69	0.27
Clc1ccccc1Cn1nnc2c(N3CCOCC3)nc(C3CC3)nc21	-3%	.	.	.	-0.6%	3.1	1.5	11	4%	-0.66	1665	i	-2	-0.16	-0.21	-0.92	0.33
COc1ccc(C(=O)NCc2cccs2)cc1S(=O)(=O)N1CCOCC1	2%	0	724	i	-1.3%	2.4	1.8	2.4	1%	0.01	1515	i	-1	-0.48	-0.27	-0.58	1.4
O=C(CNC(=O)c1ccccc1)Nc1ccsc1C(=O)O	10%	6	749	i	-0.8%	4.1	2.2	3.0	2%	-0.47	1449	i	-26	-0.4	-0.26	-0.23	0.14
C=CCN1C(=O)S/C(=C/c2ccc(Sc3nc4ccccc4[nH]3)o2)C1=O	-4%	-42	638	i	0.0%	2.5	2.5	3.9	13%	-0.36	1126	i	13	-0.85	-0.3	-0.74	0.66
O=C(NCc1ccc2c(c1)OCO2)c1cccc([N+](=O)[O-])c1	12%	-18	618	i	-2.6%	3.2	2.3	9.9	1%	-0.15	1842	i	-24	-0.0041	-0.17	-0.17	-0.023
CCn1c(CSc2nnc(-c3ccoc3C)n2C)nc2cc(S(=O)(=O)N(C)C)ccc21	-5%	.	.	i	.	1.7	2.1	11	-1%	.	.	i	-5	-0.37	-0.21	-0.047	0.32
CC(=O)Nc1ccc(C(=O)CSc2nnc3scc(-c4ccccc4)n23)cc1	-4%	.	.	i	0.6%	2.1	1.2	4.9	0%	0.34	1357	i	5	-0.25	-0.23	0.24	0.47
CC(C)(C)CC(=O)Nc1nnc(SCC(=O)Nc2ccccc2F)s1	-14%	16	773	i	2.7%	2.4	2.6	9.5	3%	0.27	1300	i	-1	-0.15	-0.37	-0.28	0.78
COc1ccc(C(=O)N/C(=C\c2cccc3ccccc23)C(=O)N2CCN(C)CC2)cc1OC	1%	-10	636	i	-2.1%	3.3	2.7	5.6	5%	-0.42	1598	i	16	0.12	-0.28	0.49	-0.039
CN(Cc1ccccc1)C(=O)COC(=O)C1=NNC(=O)CC1	-12%	4	659	i	-1.9%	2.9	1.9	2.2	-4%	0.13	1296	i	13	0.026	-0.16	-0.31	-0.23
CC(C)Cn1c(N)c(C(=O)COC(=O)c2ccc([N+](=O)[O-])o2)c(=O)n(C)c1=O	5%	0	666	i	-3.3%	7.0	2.6	1.1	0%	0.21	1314	i	-5	-1.5	-0.017	-0.58	0.21
Cc1sc2ncnc(N3CCCCC3)c2c1C	16%	0	812	i	3.3%	1.5	1.8	8.5	1%	-1.2	999	i	5	-0.14	-0.13	-0.18	0.28
COc1ccc(CC(=O)O/N=C(\N)c2ccc(C)cc2)cc1	10%	16	694	i	.	.	.	.	-3%	-0.53	1102	.	.	3.4	-0.15	2.2	-2.7
COc1ccc(NC(=O)[C@@H](NC(N)=O)C(C)C)cc1Cl	0%	7	691	i	-0.5%	2.9	2.2	9.3	-2%	1.7	1415	i	-6	3.1	0.55	3	-2.5
O=C(O)C=C1CCN(c2ncc(C(F)(F)F)cc2Cl)CC1	16%	.	.	i	1.1%	1.1	1.6	5.4	8%	-0.58	1593	i	3	0.38	-0.21	-0.073	0.093
Cc1ccc(-n2c(=O)[nH]c3c(oc4ccccc43)c2=O)cc1	3%	-4	613	i	0.1%	1.7	1.4	2.1	4%	-0.02	1201	i	21	-0.097	-0.29	-0.074	0.56
NC(=O)C1CC(=O)N(c2ccc(OCc3ccc(Cl)cc3Cl)cc2)C1 (centres undefined)	-21%	6	704	i	-1.2%	1.0	2.9	5.5	-2%	.	.	i	7	0.82	-0.27	0.33	-0.3
OCCNNC(=S)NC1CC2C=CC1C2 (centres undefined)	12%	-3	726	i	.	.	.	.	3%	0.49	1549	.	.	-0.42	-0.23	-0.23	0.55
O=C(NCCCNC(=O)c1ccco1)c1ccco1	-14%	.	.	i	-2.2%	3.9	3.7	7.2	5%	-0.39	1277	i	4	0.43	-0.18	0.4	0.13
CCC(C)N(C(=O)COC(=O)/C=C/c1ccc(O)c(OC)c1)C1CCS(=O)(=O)C1 (centres undefined)	2%	29	681	i	-2.2%	2.7	2.2	5.8	4%	0.39	1294	i	-5	0.3	-0.28	0.43	-0.064
COc1ccc(-c2nc(-c3ccccn3)nc(N3CCN(C)CC3)c2C#N)cc1	10%	35	693	i	0.3%	2.8	2.6	9.3	?	0.82	1006	i	-10	-0.28	-0.32	0.1	1.2
CCOC(=O)c1ccc(S(=O)(=O)n2c(CN3CCCCC3)nc3ccccc32)cc1	-6%	.	.	i	-0.4%	2.0	2.7	11	-2%	-0.98	971	i	-9	-0.64	-0.19	-0.21	0.69
Cc1ccccc1Nc1c(-c2cccnc2)nc2ccc(Br)cn12	13%	-9	678	i	0.3%	2.0	2.8	5.1	6%	0.91	1238	i	-11	-0.76	0.078	-0.72	0.54
O=C(O)CCC(=O)c1ccc2c(c1)OCCCO2	15%	.	.	i	0.7%	2.2	0.8	11	5%	0.11	1244	i	69	-0.51	-0.23	-0.14	0.64
CCC(C(=O)Nc1cc(Cl)c(OC)cc1OC)c1ccccc1 (centres undefined)	-5%	0	670	i	0.7%	5.0	1.9	7.9	4%	0.76	1669	i	11	1.5	-0.33	1.1	-0.64
CCOCCCNC(=O)c1ccc2c(=O)n(Cc3ccc(OC)cc3)c(=O)[nH]c2c1	4%	3	680	i	-1.1%	1.5	1.0	5.2	5%	0.1	1131	i	-16	-0.051	-0.2	-0.094	-0.6
